Compound activity as filed in PubChem.
TAAR1 antagonist: human TAAR1 antagonism; Q96RJ0; 360,000 compounds, 1.5% hits; inhibition, % at 3 µM; AID 624466; CHO RD-HGA16 TAAR1, Fluo-8 calcium fluorescence, antagonist;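 active = inhibition above a per-plate cutoff, the mean inhibition of test compounds on that plate plus 3 SD, cut at about 49% in these data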;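 also: 0% = DMSO plus EC80 beta-PEA response and 100% = DMSO alone without agonist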
Target sequence (Q96RJ0 whole entry, looked up): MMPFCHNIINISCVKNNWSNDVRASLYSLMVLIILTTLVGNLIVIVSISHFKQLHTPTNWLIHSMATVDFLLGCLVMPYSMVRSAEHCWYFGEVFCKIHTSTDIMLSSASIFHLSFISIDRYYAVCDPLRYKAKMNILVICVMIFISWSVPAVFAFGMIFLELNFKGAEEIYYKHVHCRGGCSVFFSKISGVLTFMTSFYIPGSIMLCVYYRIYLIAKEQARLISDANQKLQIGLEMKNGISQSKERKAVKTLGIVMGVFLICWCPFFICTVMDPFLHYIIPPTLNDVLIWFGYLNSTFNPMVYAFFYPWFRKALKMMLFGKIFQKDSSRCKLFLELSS
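test system = CHO RD-HGA16 cells bearing hTAAR1 | replication = singlicate | controls = DMSO-only wells and EC80 β-PEA-stimulated wells | reagent = EC80 β-phenethylamine stimulus | read-out basis = percent inhibition of PEA-evoked calcium signal, max/basal emission ratio | schedule = seeding 17-24 h prior, 75-min 37 °C, 30-min RT dye loading | signal = kinetic Fluo-8 calcium fluorescence measurement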
TAAR1 agonist: agonists of human TAAR1; Q96RJ0; CHO RD-HGA16 TAAR1, Fluo-8 calcium fluorescence; vehicle wells 0%, saturating PEA agonist 100%; activation, % at 3 µM; 360,000 compounds, 0.99% hits; AID 624467;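 active = activation above the mean activation of all test compounds in the run plus 3 SD, cut at about 38% in these data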
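Assay system: CHO-derived RD-HGA16 cells with stable Gα16 and human TAAR1; timing: 17-24 h seeding, 75 min 37 °C dye, 30 min RT; read-out: % activation from peak over basal fluorescence ratio, DMSO-to-PEA scaled; measured by: kinetic Fluo-8 calcium fluorescence; benchmarks: low control DMSO, high control PEA (EC100); doses: 3 µM single concentration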
M1 PAM parental: nonselective activator or artifact in parental CHO-K1 calcium assay | ATP EC20, Fluo-8 calcium fluorescence; 0% at ATP EC20, 100% at ATP max | AID 602247 | activation, % at 3 µM | 360,000 compounds, 0.02% hits;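 active = activation above the run cutoff, the mean activation of all test compounds plus 3 SD, cut at about 40% in these data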;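 also: peak over basal fluorescence ratio in a 140 s read after ATP addition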
CRFBP-R2 block: blocks CRF-induced signaling of the CRF-BP/CRF-R2 complex. inhibition, % at 11.8 µM. 350,000 compounds, 0.59% hits. HEK293 CRF-R2/CRF-BP, CRF-induced calcium fluorescence;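 active = inhibition of the ligand-induced calcium signal above about 50% at the single tested concentration, limit read from the data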
CHRM5 agonist: agonists of human muscarinic M5 receptor (CHRM5). P08912. CHO-K1 hM5 cells, Fluo-8 calcium fluorescence; 0% DMSO wells, 100% maximal acetylcholine response. activation, % at 3 µM. 360,000 compounds, 0.19% hits. AID 624037;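 active = activation above the run's mean over test compounds plus 3 SD, cut at about 23% in these data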;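 also: signal is peak over basal fluorescence ratio across the kinetic read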
CRFBP-R2 agonist: CRF-BP/CRF-R2 complex agonism; HEK293 CRF-R2/CRF-BP, calcium dye fluorescence (FLIPR); percent of saturating CRF peptide response; activation, % at 13.2 µM; 350,000 compounds, 0.46% hits; AID 588473;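 active = activation of at least 50%, plus an integration ratio under a set limit after plate pattern correction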;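 also: plate controls were neutral control wells without compound for no effect and CRF at EC100 for full effect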
M5 antag: antagonists of human muscarinic M5 receptor (CHRM5). P08912. CHO-hM5 cells, Fluo-8 calcium fluorescence, ACh EC80. inhibition, % at 3 µM. 360,000 compounds, 0.59% hits. AID 624040;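 active = inhibition above a per-plate cutoff, the mean of that plate's test compounds plus 3 SD, cut at about 27% in these data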;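 also: 0% = acetylcholine EC80 with DMSO and 100% = DMSO without agonist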
CHRM4 PAM: potentiates acetylcholine response at human M4 receptor; P08173; CHO-K1 hM4/Gqi5, Fluo-8 calcium fluorescence, ACh EC20; 0% = ACh EC20, 100% = maximal ACh; activation, % at 3 µM; 360,000 compounds, 0.4% hits;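 active = activation above its plate's cutoff, the mean activation of sample wells plus 3 SD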; also: some results filed as inactive read as strong as hits
Target sequence (P08173 whole entry, looked up): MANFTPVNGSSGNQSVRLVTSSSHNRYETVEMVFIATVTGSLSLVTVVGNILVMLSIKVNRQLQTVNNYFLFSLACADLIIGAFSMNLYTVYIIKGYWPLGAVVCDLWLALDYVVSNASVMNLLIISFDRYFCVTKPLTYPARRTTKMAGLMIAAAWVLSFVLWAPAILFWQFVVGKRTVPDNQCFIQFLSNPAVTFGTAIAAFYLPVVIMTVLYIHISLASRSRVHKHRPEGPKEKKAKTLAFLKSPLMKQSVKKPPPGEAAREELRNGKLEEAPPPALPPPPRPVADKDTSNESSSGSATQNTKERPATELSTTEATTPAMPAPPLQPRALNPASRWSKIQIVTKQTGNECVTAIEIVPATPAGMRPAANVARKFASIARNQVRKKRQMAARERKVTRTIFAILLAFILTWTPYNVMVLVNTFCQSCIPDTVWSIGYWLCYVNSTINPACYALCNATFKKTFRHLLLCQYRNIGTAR
CHRM5 PAM: positive allosteric modulators of human muscarinic M5 receptor | AID 624038 | 360,000 compounds, 0.3% hits | CHO-K1 hM5, Fluo-8 calcium, ACh EC20 PAM; 0% = ACh EC20, 100% = ACh EC100 | activation, % at 3 µM;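 active = activation above the run cutoff, the mean activation of all test compounds plus 3 SD, cut at about 18% in these data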
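system = human M5 receptor in CHO-K1 cells | reagent = EC20 acetylcholine as agonist stimulus | compound dosing = single-point, 3 µM nominal | incubation = Fluo-8 loading 80 min at 37 °C plus 30 min room temperature | detection = Fluo-8 calcium dye fluorescence, kinetic read | benchmarks = low control EC20 acetylcholine (0%), high control EC100 acetylcholine (100%)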
The depositor's hits bear a star; . = not tested or not shown.

structure,TAAR1 antagonist,TAAR1 agonist,M1 PAM parental,CRFBP-R2 block,CHRM5 agonist,CRFBP-R2 agonist,M5 antag,CHRM4 PAM,CHRM5 PAM
COc1ccc(OC)c(S(=O)(=O)Nc2ccc3oc4c(c3c2)C(=O)CCC4)c1,4,16,7,-18,0,0.4,-1,7,0
CCOc1ccc(/C(O)=C2\C(=O)C(=O)N(CCN(C)C)C2c2cccc(OC)c2OC)cc1Cl (stereo not given),12,9,4,17,-4,-1.6,3,-2,7
Cn1ncc2c(Nc3ccccc3Cl)nc(Cl)nc21,-4,-1,-27,2,-3,-0.5,10,12,-1
O=C(CN1CCCSc2ccccc21)N1CCN(S(=O)(=O)c2ccccc2)CC1,19,7,-14,-5,1,-0.1,6,-10,-15
N#CC(C#N)=C(Nc1ccccc1)c1ccccc1,16,1,5,1,0,-2.5,9,1,-6
Cc1cc(N2CCN(C)CC2)nc2ccc(NC(=S)NCCCN3CCc4ccccc4C3)cc12,-33,16,6,3,-2,-3.1,0,-15,2
CCOc1ccc(NC(=O)CCC(=O)c2ccc(Br)cc2)cc1,11,-2,3,11,-6,-1.1,14,-1,-4
Cc1ccc(CSc2nnc(-c3cccc4ccccc34)o2)cc1,2,1,17,3,4,1.6,2,6,5
O=C(NCC1CCCO1)c1ccc(NC(=O)C2C3C=CC(C3)C2C(=O)O)cc1 (stereo not given),8,6,-6,11,-2,-0.8,0,-2,-1
O=c1[nH]c(CN2CCc3ccccc32)nc2scc(-c3cccs3)c12,-4,9,4,8,2,-0.1,-5,-1,0
CCCCN(C(=O)C1CCCC1)c1c(N)n(Cc2ccccc2)c(=O)[nH]c1=O,-11,3,5,16,1,-0.7,18,3,2
CC(C)OCCCNC(=O)c1ccccc1Oc1ccccc1,4,6,-1,5,0,-1.5,-9,5,6
COc1ccc(-n2cnnc2SCC(=O)NC2CC2)cc1,-21,4,14,-8,0,-0.4,-1,6,2
CC(C)c1nnc(NC(=O)CC23CC4CC(CC(C4)C2)C3)s1,8,-1,0,-106,1,-8.1,2,2,0
CC(=O)N1CCc2ccc(NC(=O)c3c(-c4c(Cl)cccc4Cl)noc3C)cc21,41,17,8,-11,7,0.8,8,-24,-8
O=C(CCCc1c[nH]c2ccccc12)NCc1ccc2c(c1)OCO2,0,4,7,15,-4,-2.1,6,3,1
Cc1ccc2nc(-c3ccccc3)c(NC(=O)c3ccco3)n2c1,-4,7,20,5,-1,-2.1,3,1,-1
CCCCCOC(=O)NCC(O)c1ccccc1 (stereo not given),0,3,10,11,-1,-1.3,-4,6,4
O=C(COc1cc(F)ccc1[N+](=O)[O-])NCC1CCCO1 (stereo not given),-5,1,11,12,0,-1.1,7,7,3
CC(=O)Nc1ccc(C2(c3ccc(NC(C)=O)cc3)NC(=O)c3ccccc32)cc1,10,-1,5,2,-1,-2.7,-3,-2,3
COc1ccc(Cl)cc1NC(=S)Nc1ccccc1C,8,4,23,13,-2,0.2,2,8,5
CC(C)(C)c1ccc(C(O)c2ncc(-c3ccccc3)[nH]2)cc1 (stereo not given),-12,3,-4,.,1,.,-4,6,1
CCCCCc1c(C)nc(NCc2ccccc2)[nH]c1=O,6,9,17,-19,1,-0.8,-3,-4,-1
COc1cc2c(cc1NC(=O)c1cc(-c3cccnc3)nc3ccc(C)cc13)oc1ccccc12,8,8,2,-1,4,11,-10,9,7
COc1ccc([C@@H](NC(=O)OC(C)(C)C)C(=O)OC(C)(C)C)cc1,6,22,3,3,-7,-0.2,13,3,2
O=C(COC(=O)c1ccccn1)NNC(=O)c1ccc([N+](=O)[O-])cc1,-21,1,-24,4,6,0.8,1,0,3
Cc1ccc(S(=O)(=O)N2CCC(C(=O)NNC(=O)c3ccccc3O)CC2)cc1,-5,0,4,-9,-2,-0.6,6,8,-9
CCc1c(C)nc2cc(-c3ccc(OC)c(OC)c3)nn2c1N1CCC(C)CC1,-13,0,15,-7,2,0.2,-4,-9,3
CC1(NC(=O)COc2ccccc2-c2ccccc2)CCS(=O)(=O)C1 (stereo not given),12,13,12,0,3,-1.5,3,-10,-4
Cc1cc(Oc2nc3c(C)cccn3c(=O)c2/C=C(\C#N)S(=O)(=O)c2ccc(Cl)cc2)ccc1Cl,4,1,16,-20,-1,9.7,2,2,1

Pulled by structure from above:
structure,TAAR1 antagonist,TAAR1 agonist,M1 PAM parental,CRFBP-R2 block,CHRM5 agonist,CRFBP-R2 agonist,M5 antag,CHRM4 PAM,CHRM5 PAM
O=C(CCCc1c[nH]c2ccccc12)NCc1ccc2c(c1)OCO2,0,4,7,15,-4,-2.1,6,3,1
CC1(NC(=O)COc2ccccc2-c2ccccc2)CCS(=O)(=O)C1 (stereo not given),12,13,12,0,3,-1.5,3,-10,-4

Continued.
structure,TAAR1 antagonist,TAAR1 agonist,M1 PAM parental,CRFBP-R2 block,CHRM5 agonist,CRFBP-R2 agonist,M5 antag,CHRM4 PAM,CHRM5 PAM
COC(=O)C[C@@H]1C=C[C@@H](NC(=O)C2CCC2)[C@@H](CO)O1,-15,1,.,.,5,.,-10,0,11
COc1cccc(C2CC(C(F)(F)F)n3ncc(C(=O)NCC4CCCO4)c3N2)c1 (stereo not given),-12,-1,24,-9,2,-0.7,-2,4,6
O=C(Nc1cccc(Cl)c1)O/N=C\c1ccncc1,3,14,-3,-27,9,2.7,14,4,-12
COC(=O)CC(CC(=O)OC)n1cccc1,-8,1,13,-19,-2,-2.4,9,5,-5
Cc1cc(C)cc(OCCCCCNCCO)c1,1,16,11,1,-1,1.0,2,6,-7
Cc1ccc(CSCCC(=O)NCCC2=CCCCC2)cc1,-21,-2,12,15,-3,-6.0,-5,-1,4
CSCCC(NC(=O)COc1ccccc1)C(=O)N(C)Cc1cccc(F)c1 (stereo not given),23,9,10,-9,3,-0.1,-9,-3,-1
COc1ccc(NC(=O)c2ccccc2OCc2ccc(F)cc2)c(OC)c1,-1,-3,43*,-2,-5,1.3,16,-23,-6
Cc1cc(C)c2nc(/N=C(\N)NC(=O)Nc3ccccc3)nc(C)c2c1,6,2,7,-11,-2,-1.3,-2,-13,-2
CCCCn1c(=O)nc2n(-c3ccccc3C)c3ccccc3cc-2c1=O,-3,0,18,5,-1,2.6,4,9,-3
CS(=O)(=O)Nc1ccc(C2=NN(C(=O)c3ccco3)C(c3ccc(F)cc3)C2)cc1 (stereo not given),-18,4,5,-53,2,-1.2,7,0,-2
Cc1ccc(C(=O)c2no[n+]([O-])c2C(=O)c2ccc(C)cc2)cc1,3,-1,16,-55,-2,14,-13,11,3
COc1cc2c(cc1OC)C(C(=O)NCc1ccco1)C(c1cccs1)N(C)C2=O (stereo not given),11,1,12,0,3,0.7,-3,8,-2
CCN(CC)CCCNc1nc2ccccc2c2nc(-c3ccncc3)nn12,5,2,5,0,-2,0.0,0,3,-1
Cc1onc(-c2c(F)cccc2Cl)c1C(=O)Nc1c(C)n(C)n(-c2ccccc2)c1=O,9,12,12,17,-2,1.0,4,1,-4
O=C(N/N=C/c1cccnc1)c1ccc2c(c1)OCO2,3,4,-4,-6,-3,-2.0,3,-1,0
O=CN(/C=C1\Sc2ccccc2C1=O)Cc1ccccc1,18,12,-7,1,-2,1.6,5,1,-4
O=C(Nc1ccccc1)N1CCC(n2c(=O)[nH]c3ccccc32)CC1,0,3,-8,-12,3,-2.0,0,1,-3
COc1cccc(/C=N/NC(=O)c2ccc([N+](=O)[O-])cc2Cl)c1O,14,5,18,3,2,2.2,2,-2,-9
CCc1ccc(N(C(=O)c2snc(C(N)=O)c2N)C(C(=O)NCC2CCCO2)c2cccs2)cc1 (stereo not given),18,8,-6,-24,-1,-1.8,-3,-5,-10
COc1cccc(C=Nc2ccccc2C(=O)Nc2nccs2)c1OC,13,15,16,-10,-2,1.7,-5,2,-1
CCC(=O)c1ccc(OCC(=O)N2CCCC2)c(OC)c1,12,0,9,17,2,1.4,2,2,1
O=C(NC1CCCCCC1)c1cccs1,-13,7,20,-4,-3,-2.1,-3,10,-2
Cc1nn(CC(=O)NCc2cc3ccccc3[nH]2)c(C)c1[N+](=O)[O-],6,3,18,24,0,0.6,4,3,-3
Cc1ccc(NC(=O)CSc2nc(=O)cc(N)n2-c2ccccc2)cc1,-1,13,-2,-2,-3,1.1,-3,0,10
O=C1C=C(OCCF)CC(c2ccccc2C(F)(F)F)O1 (stereo not given),-11,1,.,.,-2,.,-2,2,1

Entries from the list above that have an NH in an aromatic ring (7):
structure,TAAR1 antagonist,TAAR1 agonist,M1 PAM parental,CRFBP-R2 block,CHRM5 agonist,CRFBP-R2 agonist,M5 antag,CHRM4 PAM,CHRM5 PAM
O=c1[nH]c(CN2CCc3ccccc32)nc2scc(-c3cccs3)c12,-4,9,4,8,2,-0.1,-5,-1,0
CCCCN(C(=O)C1CCCC1)c1c(N)n(Cc2ccccc2)c(=O)[nH]c1=O,-11,3,5,16,1,-0.7,18,3,2
O=C(CCCc1c[nH]c2ccccc12)NCc1ccc2c(c1)OCO2,0,4,7,15,-4,-2.1,6,3,1
CC(C)(C)c1ccc(C(O)c2ncc(-c3ccccc3)[nH]2)cc1 (stereo not given),-12,3,-4,.,1,.,-4,6,1
CCCCCc1c(C)nc(NCc2ccccc2)[nH]c1=O,6,9,17,-19,1,-0.8,-3,-4,-1
O=C(Nc1ccccc1)N1CCC(n2c(=O)[nH]c3ccccc32)CC1,0,3,-8,-12,3,-2.0,0,1,-3
Cc1nn(CC(=O)NCc2cc3ccccc3[nH]2)c(C)c1[N+](=O)[O-],6,3,18,24,0,0.6,4,3,-3
